Imprint erasure: inducers of genomic imprint erasure in mouse ES cells; mouse ES Peg3-LacZ reporter, beta-gal luminescence, 40 h; Potency, µM (top dose mostly 60.7 µM), inactives show at the top dose activity change, positive = activation, hits mostly activators; 0.02% of 110,000 active; AID 1948;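 note: 0% = negative control wells on the plate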
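Each well holds 300 Peg3LacZ-Neo (maternal) female ES cells incubated 40 h at 37C, 5% CO2. LacZ is measured by BetaGlo luminescence, with AC50 and maximum efficacy derived from dose-response curves.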
p53ts 39C kill: p53ts cell cytotoxicity, nonpermissive temperature; 1.5% of 130,000 active; H1299-p53A138V viability at 39C, ATP luminescence, 24 h; Potency, µM (highest dose often 46.1 µM), inactives show at the highest dose activity change, negative = cell killing, usual class: cytotoxic; AID 902; note: nearly all actives have a fitted effect of over 55% in size
IkB sig inh: suppresses IkB signaling in ABC-DLBCL reporter cells. ABC-DLBCL IkBa-CBG/CBR dual luciferase ratio, 4 h; response scale: scaled: untreated 0%, proteasome inhibitor 100%. Potency, µM (series often up to 57.1 µM), without a hit: at the top dose IkBa stabilization activation. 0.04% of 110,000 active. AID 445; active = well fitted curve in the direction sought with a large enough effect in the signal ratio, not every such curve was filed as active; inconclusive = small, poorly fitted or top-dose-only effect, or a change in a side signal; the % refers to the signal ratio;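 note: the direction sought is a rising ratio; 0% = basal untreated cells and 100% = reference inhibitor full response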
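In this assay, an IκBα–CBG68 fusion accumulates when IKK-driven degradation is blocked; native CBR normalizes for cell number. OCI-Ly3 cells were treated 4 h with compound and doxycycline, then green and red light read after Chroma-Glo addition.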
p53ts 32C kill: kills p53ts cells at the permissive temperature; AID 924; Potency, µM (top dose mostly 46.1 µM), for inactives: at the top dose activity change, negative = cytotoxicity, usual class: cytotoxic; H1299-p53A138V at 32C, ATP luminescence viability, 24 h; 0.93% of 130,000 active;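 note: 0% = DMSO and -100% = full killing by reference compound; nearly all actives have a fitted effect of over 55% in size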
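H1299-p53 A138V cells (temperature-sensitive p53) exposed 24 h to up to 46 uM compound at 32C, where p53 is wild-type in conformation. Viability read as ATP luminescence and normalised to DMSO and 100 uM tamoxifen. AC50 fitted with the Hill equation.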
Active calls of the source: *; u = inconclusive; x = not tested or not shown; [ ] = remark or other dose. Unless noted, calls come from the whole dose curve; as a rule, active = well fitted curve in the direction sought with a large enough effect; inconclusive = small, poorly fitted or top-dose-only effect, or another doubt; inactive = no such curve, though single readings can be large; an effect the other way counts as inactive or inconclusive. Unless noted, % is set by controls: 0 for no effect and ±100 for the full control effect; potency is the fitted concentration of half-maximal effect. Outcome played no part in choosing rows; overall some 1.7% were active at least once.

structure	Imprint erasure	p53ts 39C kill	IkB sig inh	p53ts 32C kill
O=C(NCc1ccc(F)cc1)c1cccc(S(=O)(=O)N2CCCC2)c1	-9.8%	-7.5%	1.3%	-2.7%
CCn1ccc2cc(S(=O)(=O)N3CCC(C(=O)NCc4cccc(C)c4)CC3)ccc21	-6.3%[10.9 µM]	3.2%	-1.6%	18.9%
Cc1ccc(CN2CCN(/N=C/c3cc(Br)cc(Br)c3O)CC2)c(C)c1	x	-3.6%	x	12.8%
COc1ccc(-c2cccc(NS(=O)(=O)c3cc(C)c(Cl)cc3C)c2)nn1	-10.6%[10.9 µM]	-16.2%	-3.9%	37.2%[activator]
CCc1ccc(Oc2c(C(F)(F)F)oc3c(CN4CCCC(C)C4)c(O)ccc3c2=O)cc1 (stereo unspecified)	-11.4%[10.9 µM]	21.1%	2.9%	-0.2%
Cc1cc(Br)ccc1NC(=O)C1CCCO1 (stereo unspecified)	-8.4%	5.0%	-0.8%	1.1%
Cc1cccc(N2CCN(S(=O)(=O)c3nnc(NC(=O)c4ccc(Cl)cc4)s3)CC2)c1	15.0%[10.9 µM]	-5.6%	-0.3%	7.7%
CCN(C(=O)c1c(-c2ccccc2)noc1C)c1ccccc1	-11.7%	-7.1%	2.5%	3.9%
Cc1ccc(NC(=O)c2cc(-c3ccc4c(c3)OCO4)on2)cc1	-4.3%[10.9 µM]	14.6%	13.0%	3.3%
CC1=NN(/C(=N\c2nnc(C)s2)Nc2ccccc2)[C@H](c2ccc(C)cc2)S1	x	9.9%	x	10.1%
Cc1cc(F)ccc1NC(=O)CN1C(=O)CCc2cc(S(=O)(=O)N3CCOCC3)ccc21	-4.4%[10.9 µM]	-5.4%	u	-3.6%
O=C(c1cc(-c2ccccc2O)on1)N1CCc2ccccc2C1	-28.6%	-13.2%	u	1.7%
COc1cccc(C(=O)Cn2c(=O)n(CC3CCCO3)c(=O)c3ccccc32)c1 (stereo unspecified)	-15.5%	3.0%	0.3%	12.1%
O=S(=O)(N1CCCCC1)N1CCCN(S(=O)(=O)N2CCCCC2)CC1	0.1%	16.7%	0.8%	8.8%
O=C(Nc1ccc(F)cc1)c1cccc2c1C(=O)N(Cc1ccccn1)C2	-13.1%	-26.1%	-0.3%	-17.2%
CC(=O)N1CCc2cc(Br)cc(S(=O)(=O)N3CCN(c4cccc(C)c4)C(C)C3)c21 (stereo unspecified)	10.0%[10.9 µM]	-9.3%	u	2.5%
CC(NC(=O)c1ccc(Cl)cc1)C(=O)N1CCCCC1 (stereo unspecified)	2.2%	-1.7%	-0.8%	-3.7%
CN1CCN(CCCBr)CC1	-9.9%[10.9 µM]	7.8%[9.22 µM]	0.4%[11.4 µM]	5.5%[9.22 µM]
COc1ccc(Cl)cc1C(=O)Nc1nnn(C)n1	-7.8%	4.0%	-1.1%	1.6%
Cc1cc(C(=O)Nc2c(C)nn(Cc3ccccc3Cl)c2C)no1	-10.9%	-12.0%	0.4%	6.1%
CCCN1C2CCCC1CC(NC(=O)c1ccc(F)cc1)C2 (stereo unspecified)	-7.0%	-9.2%	-0.2%	-9.5%
Cc1ccc(C(=O)Nc2ccccc2)cc1S(=O)(=O)Nc1ccc(Br)cc1	-11.9%[10.9 µM]	u	-18.8%	7.7%
CCOc1ccccc1N1CC(c2nc3ccccc3n2CCOc2ccc(C(C)(C)C)cc2)CC1=O (stereo unspecified)	-10.8%[10.9 µM]	12.6µM*	-2.2%	u
Cc1ccc2[nH]c(=O)c(CN(Cc3nnnn3Cc3ccccc3)C3CCCC3)cc2c1	-14.1%	-6.2%	0.8%	-6.6%
FC(F)(F)c1ccccc1-c1cc(NCc2cccs2)ncn1	-4.7%	-26.0%	1.6%[11.4 µM]	-23.7%

Among those listed so far, 3 contain an aryl methoxy group.
structure	Imprint erasure	p53ts 39C kill	IkB sig inh	p53ts 32C kill
COc1ccc(-c2cccc(NS(=O)(=O)c3cc(C)c(Cl)cc3C)c2)nn1	-10.6%[10.9 µM]	-16.2%	-3.9%	37.2%[activator]
COc1cccc(C(=O)Cn2c(=O)n(CC3CCCO3)c(=O)c3ccccc32)c1 (stereo unspecified)	-15.5%	3.0%	0.3%	12.1%
COc1ccc(Cl)cc1C(=O)Nc1nnn(C)n1	-7.8%	4.0%	-1.1%	1.6%

Later entries
structure	Imprint erasure	p53ts 39C kill	IkB sig inh	p53ts 32C kill
c1cn(CCCNC2=NCCCCC2)cn1	-2.8%	-0.5%	0.4%	0.2%
NC(=O)CSc1oc(-c2cccs2)nc1S(=O)(=O)c1ccccc1	-13.5%	11.5%	-9.4%	6.6%
Cc1ccc(S(=O)(=O)N2CCC(n3nnc4cc(C)ccc43)CC2)cc1	x	10.4%	x	1.4%
CCOC(=O)C(CO)(NC(C)=O)C(=O)OCC	10.1%	-5.3%	0.5%	2.5%
CCOc1ccc(NC(=O)CC2C(=O)N(c3ccc(OC)cc3)C(=O)N2C2CCCCC2)cc1 (stereo unspecified)	15.0%[10.9 µM]	-24.6%	u	0.6%
CC(C)(C)C(=O)NCCc1nc2ccccc2n1CCCCOc1ccccc1	-14.7%[10.9 µM]	0.0%	u	5.6%
Cc1c(C(=O)OC(C)CCN(C)C)oc2ccccc12 (stereo unspecified)	-35.8%[inhibitor]	-7.4%	-1.0%	-9.8%
c1ccc(CSc2nnc(NC3=NCCCCC3)s2)cc1	-20.6%	-5.8%	7.2%	-7.9%
Cc1c(Cl)c(C(F)(F)F)nn1CC(=O)N1CCSCC1	x	7.1%	x	6.4%
COc1cc2c(cc1OC)C(c1cc(OC)c(O)c(OC)c1)CC(=O)N2 (stereo unspecified)	23.3%[10.9 µM]	23.7%	-2.2%	-6.8%
O=C(c1ccc(CN2CCOCC2)cc1)N1CCC(Cc2ccccc2)CC1	-36.1%[inhibitor]	-2.8%	0.7%	13.7%
CCCn1c(SCC(=O)Nc2nnc(C)s2)nnc1-c1ccoc1C	-10.0%	-5.0%	0.5%	10.0%
O=C1CNC(=O)N1Cc1ccc(Br)cc1	-6.2%	6.1%	-0.4%	-4.4%
Cc1cc(C)c2c(=O)cc(C(=O)Nc3nc4ccc(F)cc4s3)oc2c1	-2.1%[10.9 µM]	-19.6%	u	1.8%
O=C(Nc1cccc(C(=O)OCc2cc(=O)n3c4c(sc3n2)CCCC4)c1)c1ccccc1	-73.7%[inhibitor][10.9 µM]	15.1%	u	-8.6%
Cc1cc(NC(=O)CCCC(=O)O)nc(C)n1	0.5%	-16.3%	-4.5%	-5.2%
COc1ccc(NC(=O)COCc2cc(-c3cccs3)on2)cc1	-13.1%[10.9 µM]	-9.3%	-0.2%	3.3%
O=C(c1ccccc1)N1CCN(C(=O)c2ccccc2)CC1	x	2.9%	x	3.2%
CCCC(=O)NCCc1nc2ccccc2n1CCC	-5.6%	-2.3%	1.0%	8.8%
S=c1nc(C2CC2)[nH]c2ccccc12	-11.3%	13.6%	-1.4%	7.4%
CC(C)NC(=O)NC(=O)COc1cccc2c1OC(C)(C)C2	0.2%	2.9%	0.2%	8.6%
Cc1nn(-c2ccccc2)c(N2CCCCC2)c1/C=N/O	7.7%	0.8%	2.6%	-1.8%
Cc1nc(NCC2CCCO2)c2nnn(Cc3ccccc3)c2n1 (stereo unspecified)	-6.2%	-11.2%	2.6%	-4.1%
CN(C(=O)c1ccccn1)c1nnc(-c2ccncc2)s1	0.4%	-1.5%	-0.7%	2.5%
CC(C)C(=O)NCC(c1ccc2c(c1)OCO2)N1CCN(c2ccccc2F)CC1 (stereo unspecified)	-7.3%[10.9 µM]	4.8%	0.6%	7.5%
Cc1ccnc(NS(=O)(=O)c2ccc(NC(=O)Cc3cccs3)cc2)n1	-57.1%[inhibitor]	-4.0%	-1.4%	-3.2%
COc1ccc(C2CC(=O)c3cnc4c(-c5ccccc5)c(C)nn4c3C2)cc1OC (stereo unspecified)	-7.0%[10.9 µM]	-3.7%	-0.9%	-6.7%
C(#Cc1ccccc1)CN1CCN(c2ccccn2)CC1	-8.3%	-10.2%	-0.3%	1.7%
CCc1cccc(C)c1NC(=O)CCS(=O)(=O)c1cc(Br)cc2c1N(C(=O)C1CC1)CC2	3.0%[10.9 µM]	39.4%[activator]	7.4%	8.8%
CCOC(=O)c1c(NC(=O)C2c3ccccc3Oc3ccccc32)sc(C)c1C	-15.3%[10.9 µM]	-14.3%	8.7%	7.5%
O=C(NCc1cccs1)c1csc2c1CCCCC2	-16.5%	-9.8%	0.2%	0.6%
CN(C)c1nc(SCCOC(=O)Nc2ccccc2)nc(N(C)C)n1	-25.7%	-5.4%	1.1%	3.4%
CCOCCc1nn2c(=O)cc(COC(=O)Cc3ccccc3)nc2s1	7.7%[10.9 µM]	-17.2%	-2.7%	2.6%
Cc1ccc(C)c(N2CCN(C(=O)C3CCCN(S(=O)(=O)c4cccc5nonc45)C3)CC2)c1 (stereo unspecified)	-16.6%[10.9 µM]	-20.8%	u	4.3%
COc1ccc2[nH]c(=O)c(CN(C(=O)COc3ccccc3)C(C)C)cc2c1	0.0%	-2.9%	1.9%	4.0%
CCCC(=O)Nc1ccccc1N1CCN(C(=O)c2ccccc2)CC1	4.2%	8.2%	0.0%	7.9%
O=C(Cn1c(=O)c2sccc2n(CC(=O)Nc2ccc(Cl)cc2Cl)c1=O)NCCc1ccccc1	16.8%[10.9 µM]	-8.1%	9.2%	-4.9%
Cc1ccccc1Cn1c(-c2cccs2)nc2ccccc21	12.1%[10.9 µM]	-19.1%	0.7%	u
COc1cccc(NC(=O)C(=O)N2CCOCC2)c1	x	-9.4%	x	-12.7%
Cc1cccc(-n2ccnc2SCC(=O)Nc2ccc(F)cc2F)c1C	-7.3%[10.9 µM]	-22.2%	u	1.3%
O=C(CSc1ncnc2ccccc12)NCc1ccco1	-1.0%	-2.7%	1.7%	11.5%
Cc1cc(Nc2ccccc2F)n2ncnc2n1	-12.0%	-5.7%	-1.8%	-1.7%
COc1ccc(-c2nc3c(c(SCC(=O)Nc4ccccc4OC)n2)Cc2cccc(C)c2O3)cc1	8.3%[10.9 µM]	-5.7%	u	-10.6%
Cc1ccc(C(=O)COC(=O)c2cc(-c3ccccc3)nc3ccccc23)cc1C	-9.6%[10.9 µM]	-2.5%	0.2%	5.9%
CCN1CCN(c2c(S(=O)(=O)c3ccc(Cl)cc3)cnc3ccccc23)CC1	15.5%[10.9 µM]	-1.2%	1.8%	5.6%
CCOC(=O)c1ccccc1NC(=O)CSc1nccn1C	-6.6%	-7.1%	-1.4%	8.0%
COc1ccc(-c2nc3cc(C)ccn3c2NC(=O)c2ccc(C)c(C)c2)cc1	-5.2%[10.9 µM]	23.1%	u	5.9%
COc1ccccc1N(CC(=O)Nc1ccccc1C(=O)NC(C)C)S(C)(=O)=O	-21.6%	5.0%	3.8%	-0.9%
Cc1onc(-c2c(Cl)cccc2Cl)c1C(=O)N1CCc2ccccc21	-19.1%	-1.2%	1.2%	-4.1%
CC(C)[C@@H](OCc1ccccc1)[C@H](C)/C=N\OC[C@@H](O)COCc1ccco1	x	0.2%[9.22 µM]	x	0.7%[9.22 µM]

(listing goes on)
structure	Imprint erasure	p53ts 39C kill	IkB sig inh	p53ts 32C kill
COc1ccc2c(=O)c(-c3ccccc3)coc2c1	-58.9%[inhibitor]	5.01µM*	x	u
CCN(CC)CCCNC(=O)c1ccc2c(c1)sc1nc(-c3ccc(C)cc3)cn12	-3.9%[10.9 µM]	-5.7%	0.8%	-10.5%
NS(=O)(=O)c1ccc(NC(=O)Nc2ccccc2F)cc1	-12.7%[10.9 µM]	-7.9%[9.22 µM]	-0.5%[11.4 µM]	-1.3%[9.22 µM]
CS(=O)(=O)N1CCc2cc(S(=O)(=O)N3CCN(Cc4ccc5c(c4)OCO5)CC3)ccc21	-6.1%	2.6%	u	5.4%
Cc1ccccc1NC(=O)c1nc[nH]c1C(=O)NCc1ccccc1	-12.2%	0.9%	u	-5.7%
COc1ccc(CCN2C(=O)N(c3ccc(F)cc3)C(=O)C2CC(=O)Nc2ccc(F)c(F)c2)cc1 (stereo unspecified)	14.1%[10.9 µM]	-15.6%	u	-15.2%

Compound activity from PubChem BioAssay.
